# DRD3 antagonist: qHTS of D3 Dopamine Receptor Antagonist: qHTS; D3R cells, DiscoveRx beta-arrestin luminescence, antagonist mode; active compounds read low; max response, negative = inhibition, %; 2.5% of 360,000 active; AID 652054, 2013; in the data active means max response below about -50%; inconclusive means no clear call, values can overlap the other calls; further: on the % scale 0 is the no-effect control and ±100 the full control effect; mostly tested at two doses, the higher about 12 µM
# Target sequence (P35462 whole entry, looked up): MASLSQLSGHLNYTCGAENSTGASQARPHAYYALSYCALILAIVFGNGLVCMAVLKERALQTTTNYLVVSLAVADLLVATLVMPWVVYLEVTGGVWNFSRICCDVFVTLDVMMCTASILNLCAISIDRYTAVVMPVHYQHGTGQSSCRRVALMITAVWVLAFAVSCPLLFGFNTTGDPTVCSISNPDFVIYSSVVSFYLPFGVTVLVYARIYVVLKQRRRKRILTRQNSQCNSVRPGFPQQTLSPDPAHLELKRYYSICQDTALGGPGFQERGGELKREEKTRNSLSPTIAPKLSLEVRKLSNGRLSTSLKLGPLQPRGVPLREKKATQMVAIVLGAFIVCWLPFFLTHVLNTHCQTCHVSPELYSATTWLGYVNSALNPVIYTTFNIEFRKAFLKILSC
#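 Cells expressing the human receptor were seeded at 1500 cells/well, incubated overnight at 37 degrees C in 5% CO2, then exposed to library compounds with dopamine controls for 90 minutes at 37 degrees C before luminescent detection.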
# GLP-1R inv ag: qHTS of GLP-1 Receptor Inverse Agonists (Inhibition Mode); Glucagon-like peptide 1 receptor (Homo sapiens), P43220; HEK293 GLP-1R CRE-luciferase, luminescence, 24 h; GLP-1R form is constitutively active; Potency, µM (highest dose often 38.3 µM), for inactives: top-dose activity change, negative = inhibition, usual class: inhibitors; 1.6% of 410,000 active; further: potency means the concentration at half of the fitted maximal effect; on the % scale 0 is the no-effect control and ±100 the full control effect; nearly all actives have a fitted effect of over 55% in size
#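 qHTS in 1536-well format: reporter HEK293 cells expressing constitutive GLP-1R activity in DMEM + 10% Nu serum, 24 hr with compounds at 37 deg C, luminescence read after 12 min with detection reagent.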
# TDP43 rescue: qHTS of TDP-43 Inhibitors; TDP-43 expressing yeast growth rescue, BacTiter-Glo, 24 h; Potency, µM (highest dose often 46.1 µM), without a hit: at the top dose growth rescue (activation), actives largely listed as activators; 1.8% of 410,000 active; AID 652104, 2013; further: potency means the concentration at half of the fitted maximal effect; % of control where 0% means no effect; nearly all actives have a fitted effect of over 50% in size
#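 Growth rescue of TDP-43-toxic yeast measured as ATP luminescence (BacTiter-Glo). Cells grown to mid-log in raffinose, induced in galactose at OD600=0.02, exposed to compound 24 hr at 30 deg C.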
# aSyn yeast inh: qHTS of alpha-syn Inhibitors; Yeast expressing alpha-synuclein, growth rescue, BacTiter-Glo, 24 h; Potency, µM (top dose mostly 46.1 µM), inactives show at the top dose growth rescue (activation), actives largely listed as activators; 0.14% of 370,000 active; AID 652106, 2013; further: potency means the concentration at half of the fitted maximal effect; % of control where 0% means no effect; nearly all actives have a fitted effect of over 65% in size
#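 Rescue of yeast growth: cells expressing toxic alpha-synuclein, induced in galactose at OD600 0.02, incubated with compound 24 h at 30 C. ATP luminescence quantified growth; inhibitors of toxicity appear as activators.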
# GLP-1R agonist: qHTS of GLP-1 Receptor Agonists | Glucagon-like peptide 1 receptor (Homo sapiens), P43220 | Potency, µM (highest dose often 45.6 µM), for inactives: at the highest dose activation, actives largely listed as activators | HEK293 GLP-1R CRE-luciferase, luminescence, 4-6 h; cells express a hypersensitive GLP-1R form | 0.007% of 380,000 active | AID 624172, 2012; further: potency means the concentration at half of the fitted maximal effect; % of control where 0% means no effect
# FUS yeast rescue: qHTS for Suppressors of FUS Proteinopathy: Primary screen using FUS-linked yeast assay. S. cerevisiae FUS-expressing, growth rescue, OD600, 24 h. Potency, µM (top dose mostly 76.6 µM), inactives show top-dose growth rescue (activation), actives largely listed as activators. 0.24% of 390,000 active. AID 1347120, 2019;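 further: potency means the concentration at half of the fitted maximal effect; plate controls were DMSO vehicle for no effect and reference control for full effect; nearly all actives have a fitted effect of over 55% in size; some results filed as inactive show a strong effect at the top dose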
#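 Galactose (2%) drives FUS expression in yeast precultured in raffinose; seeding density OD 0.005. Test compounds incubated 24hr at 30C and 99% humidity before absorbance at 600 nm was measured.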
# Akt phos inh: HTS Assay for Inhibitors of Akt Phophorylation: Primary Screen; Neuro2A IGF-stimulated pAkt S473 HTRF, 20 min; active compounds read low; activity change, % for hits at 50 µM; 0.32% of 360,000 active; in the data active means activity change below about -80%; inconclusive means mostly about -51% to -80%; further: on the % scale 0 is the no-effect control and ±100 the full control effect
#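 Neuro2A cells in DMEM with 0.5% FBS, overnight at 37 deg C, given compound at single 50 µM final, then IGF (6 nM final) for 20 min at 37 deg C. Lysed; phospho-Akt Ser473 by HTRF after 24 h, 665/615 ratio.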
# PTHR1 ag: qHTS for PTHR1 Agonists: Primary Screen. 0.075% of 410,000 active. Potency, µM (highest dose often 115 µM), for inactives: top-dose activation, usual class: activators. HEK293 GP2 PTHR1 cells, GloSensor cAMP luminescence, 1 h. Parathyroid hormone/parathyroid hormone-related peptide receptor (Homo sapiens), Q03431; further: potency means the concentration at half of the fitted maximal effect; nearly all actives have a fitted effect of over 55% in size; some results filed as inactive show a strong effect at the top dose; inactives centre near -15; many of its hits are not listed in these tables
# Target sequence (Q03431 whole entry, looked up): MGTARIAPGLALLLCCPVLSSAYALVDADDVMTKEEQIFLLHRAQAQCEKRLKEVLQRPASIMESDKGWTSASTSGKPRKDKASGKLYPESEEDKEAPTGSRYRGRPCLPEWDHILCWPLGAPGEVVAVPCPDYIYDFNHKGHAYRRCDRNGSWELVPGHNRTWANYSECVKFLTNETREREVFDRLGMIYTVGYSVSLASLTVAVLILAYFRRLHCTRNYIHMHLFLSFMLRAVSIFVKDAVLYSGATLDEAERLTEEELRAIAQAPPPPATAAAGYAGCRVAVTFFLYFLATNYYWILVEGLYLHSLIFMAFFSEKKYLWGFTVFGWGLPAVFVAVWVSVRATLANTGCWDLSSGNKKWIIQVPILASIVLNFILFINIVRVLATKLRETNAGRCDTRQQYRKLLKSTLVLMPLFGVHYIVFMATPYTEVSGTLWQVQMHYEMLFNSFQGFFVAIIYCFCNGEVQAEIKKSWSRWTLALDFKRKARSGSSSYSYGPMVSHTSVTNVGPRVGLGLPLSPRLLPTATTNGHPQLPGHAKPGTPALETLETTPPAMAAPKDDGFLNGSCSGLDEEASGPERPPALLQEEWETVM
#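 HEK-293-derived GP2 cells expressing PTHR1 and a GloSensor cAMP reporter, 3,000/well, plated overnight, given luciferin plus IBMX (each 0.5 mM as added) for 1 h at 37 °C, then compound for 1 h at 37 °C. Luminescence was read after 15 min at room temperature.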
# Abeta rescue: qHTS for compounds that reverse cellular toxicity of Amyloid beta (A-beta) peptide in yeast: Primary Screen; 0.063% of 410,000 active; Potency, µM (series often up to 46.1 µM), without a hit: at the highest dose growth rescue, usual class: activators; yeast expressing A-beta42, growth rescue, OD600, 48 h; response scale: 0% DMSO, 100% iron-clioquinol control; further: potency means the concentration at half of the fitted maximal effect; nearly all actives have a fitted effect of over 55% in size
#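 Yeast A-beta toxicity model in growth medium with pinned compounds, 48 h at 30 C; growth read as absorbance at 600 nm. Normalized to FeCl3/clioquinol equimolar mix (positive) and DMSO (negative).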
# Active calls of the source: *; i = inactive; ? = inconclusive; . = not tested or not shown; [ ] = remark or other dose. Unless noted, the call rests on the fitted dose curve; in most records, active means well fitted curve in the direction sought with a large enough effect; inconclusive means small, poorly fitted or top-dose-only effect, or another doubt; inactive means no such curve, though single readings can be large; an effect the other way counts as inactive or inconclusive. These rows are one share of the data (hit frequency here may not be typical).
# Start of the data: the first 3 entries (preview)
SMILES,DRD3 antagonist,GLP-1R inv ag,TDP43 rescue,aSyn yeast inh,GLP-1R agonist,FUS yeast rescue,Akt phos inh,PTHR1 ag,Abeta rescue
CCCCN(C)C(=O)CSc1nc(NCc2ccc(OC)cc2)c2ccccc2n1,-18,0%,-7%,-14%,26%,20%,i,i,18%
Cc1nc2c(OCc3ccccc3)cccn2c1N(C)C(=O)C1CCCCC1,0,1%,12%,11%,-5%,-17%,i,-10%,24%
CCN(C(=O)COC(=O)C12CC3CC(CC(O)(C3)C1)C2)c1c(N)n(Cc2ccccc2)c(=O)[nH]c1=O,15,17%,10%,1%,-3%,3%,i,-24%,-5%

# Main list, repeating the preview:
SMILES,DRD3 antagonist,GLP-1R inv ag,TDP43 rescue,aSyn yeast inh,GLP-1R agonist,FUS yeast rescue,Akt phos inh,PTHR1 ag,Abeta rescue
CCCCN(C)C(=O)CSc1nc(NCc2ccc(OC)cc2)c2ccccc2n1,-18,0%,-7%,-14%,26%,20%,i,i,18%
Cc1nc2c(OCc3ccccc3)cccn2c1N(C)C(=O)C1CCCCC1,0,1%,12%,11%,-5%,-17%,i,-10%,24%
CCN(C(=O)COC(=O)C12CC3CC(CC(O)(C3)C1)C2)c1c(N)n(Cc2ccccc2)c(=O)[nH]c1=O,15,17%,10%,1%,-3%,3%,i,-24%,-5%
O=c1cc(CN2CCN(c3ccccc3)CC2)nc2scc(-c3ccccc3)n12,-17,?,18%,11%,7%,?,i,-82%[inhibitor],3%
COc1ccccc1NC(=O)CSc1ccc(-c2ccc(-n3cccn3)cc2)nn1,23,9%,-10%,-18%,0%,-3%,i,i,-10%
CCCCOC(=O)c1ccc(NC(=O)c2c(Cl)ccc(Cl)c2OC)cc1,3,?,-4%,-16%,1%,3%,i,-5%,8%
CC(=O)Nc1ccc(SCC(=O)Nc2cc(C(C)(C)C)nn2-c2ccccc2)cc1,-22,-3%,-18%,2%,8%,-14%,i,-24%,-6%
Cc1ccc(C(=O)CSc2nc(C)cc(=O)[nH]2)cc1,4,3%,-3%,-4%,-1%,20%,i,i,?
N#Cc1cc2ccncc2c2ccccc12,-9,0%,-7%,29%,9%,-26%,i,-1%,-5%
Cc1ccc(C(=O)NCC(=O)N2CCCCCCC2)cc1C,12,-33%,1%,-5%,10%,-25%,i,-39%[inhibitor],13%
Cc1cc(NC(=O)c2cnc3c(-c4ccccc4)c(C)nn3c2C)ccc1Br,.,?,11%,.,.,6%,.,i,-7%
CN(CC(=O)Nc1nccs1)S(=O)(=O)c1ccc(F)cc1,-6,-1%,-5%,-10%,-1%,10%,i,i,19%
Cc1ccc(CNC(=O)c2ccc(N3CCc4ccccc43)c([N+](=O)[O-])c2)cc1,?,?,3%,4%,14%,28%,i,-20%,29%
CC1(C)CC(=O)C/C(=N\NC(=O)CCc2ccc(S(=O)(=O)N3CCOCC3)cc2)C1,9,19%,-12%,1%,1%,-1%,i,-6%,-9%
CS(=O)(=O)N1CCC(C(=O)Nc2ccc3c(c2)OCO3)CC1,1,-9%,1%,-12%,-6%,-11%,i,i,1%
CCOC(=O)c1cnc(C(C)(C)C)[nH]c1=O,-11,17%,-4%,0%,4%,-28%,i,i,-5%
Cc1ccc(C2c3[nH]c4ccccc4c3C[C@H]3C(=O)N(c4ccccc4C(=O)NCCN4CCOCC4)C(=O)N23)cc1 (some centres not stated),-9,?,11%,-5%,-1%,?,i,-6%,-10%
C#CCn1cnc2c(cnn2-c2ccc(F)cc2)c1=O,.,2%,0%,.,.,-23%,.,i,-2%
COc1cc(/C=N/NC(=S)Nc2cccc(C(=O)O)c2)cc(OC)c1OC,7,2%,15%,0%,9%,.,i,?,8%
CCN(CC)S(=O)(=O)c1cccc(C(=O)N2CC(O)CC2C(=O)O)c1 (configuration not stated),29,-2%,-13%,-16%,0%,-2%,i,i,-2%
O=C(C1=C[C@@H](C2CC2)C[C@@H](OCc2ccc(CO)cc2)O1)N1CCOCC1,9,11%,11%,-1%,9%,-23%,i,i,-12%
CC1(C(=O)NCc2ccc(Cl)cc2)CCN1C(=O)Cc1cccc2ccccc12 (configuration not stated),-5,?,35µM*,?,-6%,48%,i,-83%[inhibitor],10%
CCOC(=O)c1ccc(N2C(=O)c3n[nH]c(C)c3C2c2ccc(OC)cc2OC)cc1 (configuration not stated),3,?,-2%,0%,0%,?,i,-86%[inhibitor],3%
COCC(C)Nc1ncnc2c1cnn2-c1ccc(Cl)cc1 (configuration not stated),-18,?,?,1%,-5%,-5%,i,-17%,0%
O=C(O)c1ccccc1SC1CC(=O)N(c2ccccc2)C1=O (configuration not stated),23,9%,3%,1%,2%,.,i,-28%,-23%
Cc1cc(N2C(=O)C(O)=C(C(=O)c3ccc(C)o3)C2c2ccc([N+](=O)[O-])cc2)no1 (configuration not stated),-12,6%,4%,-2%,-3%,10%,.,-24%,-19%
O=C(Cn1cnc(S(=O)(=O)N2CCCCC2)c1)NCc1ccco1,-3,17%,-1%,-3%,0%,1%,i,i,.
O=Cc1cc(N=Nc2ccccc2Cl)ccc1O,?,?,0%,-52%[inhibitor],-4%,-33%,i,-2%,-80%[inhibitor]
C=C(NC(C)=O)c1c(F)cccc1F,9,4%,6%,-10%,4%,-17%,i,i,-12%
CC(=O)NCCCc1nc2ccccc2n1Cc1ccccc1F,-8,4%,-16%,-6%,8%,5%,i,i,-7%
COc1ccc(OC)c(NC(=O)C(C)Oc2ccc(Br)cc2)c1 (configuration not stated),2,-13%[7.66 µM],17%[9.22 µM],-9%,20%,11%,i,-1%,5%
O=C(c1ccc(Br)cc1)N1CCC(C(=O)N2CCN(Cc3ccccc3)CC2)CC1,?,-25%,-20%,-3%,-1%,.,i,-33%[inhibitor],-10%
COc1ccccc1C1C(C(C)=O)=C(O)C(=O)N1c1ccc(O)cc1 (configuration not stated),-11,20%,-13%,4%,-3%,17%,i,i,-3%
O=C(N/N=C/c1sc(N2CCCCC2)nc1-c1cccs1)c1cccnc1,?,?,?,0%,22%,?,i,-28%,16%
COc1ccc(-c2nc(CS(=O)CC(=O)N3CCCC3)c(C)o2)cc1 (configuration not stated),18,-5%,20%,1%,-3%,-19%,i,i,2%
CCOC(=O)N1CCN(C(=O)c2ccc3c(SCC(=O)O)c4c(nc3c2)CCC4)CC1,-5,-15%,-4%,-3%,0%,-20%,i,-24%,-13%
CS(=O)(=O)N(CC(=O)NCCSc1ccccn1)c1cccc2ccccc12,4,14%,20%,5%,11%,5%,i,i,6%
CCOc1ccccc1N1CC(c2nc3ccccc3n2CCOc2ccccc2OC)CC1=O (configuration not stated),.,3%,14%,.,.,-18%,.,-1%,7%
CC1CCN(S(=O)(=O)c2ccc3c(ccn3CCC(=O)NC(C)C)c2)CC1,-9,3%,-21%,4%,-5%,31%,i,-51%[inhibitor],.
CC(C)(C)NC(=O)C(c1ccccn1)N(C(=O)c1csnn1)C1CCCC1 (configuration not stated),5,41%[activator],-14%,-2%,1%,3%,i,-1%,-4%
CN1[C@@H]2CCC[C@H]1CC(NC(=O)c1nn(C)c3ccccc13)C2 (some centres not stated),30,-11%,13%,?,-1%,-34%,i,-14%,-15%
Cc1ccc(NC(=S)NC(=O)C2CCCC2)cc1C,-9,?,25%,-23%,7%,-4%,i,-35%[inhibitor],8.9µM*
Oc1ccccc1/C=N/n1c2ccccc2c2ccccc21,8,0%,9%,1%,0%,-6%,i,-3%,-1%
COc1cc(/C=N/NC(=S)Nc2cccc(Cl)c2C)ccc1OCC(=O)N1CC(C)OC(C)C1 (configuration not stated),0,?,-4%,3%,-5%,.,i,-3%,4%
COc1cc(NC(=NS(=O)(=O)c2ccccc2)c2ccccc2)ncn1,-100*,4%,-12%,4%,18%,-12%,i,-8%,7%
CC(C)CNS(=O)(=O)c1cc(C(=O)N2CC(C)OC(C)C2)c(Cl)cc1Cl (configuration not stated),-55*,0%,3%,0%,-1%,0%,i,-17%[57.5 µM],24%
CCOC(=O)c1c(NC2=NS(=O)(=O)c3ccccc32)sc2c1CCC(C)C2 (configuration not stated),0,27%,-1%,-12%,-16%,2%,i,i,-9%
Cc1ccc(C)c(N2CCN(S(=O)(=O)c3ccc4c(c3)C(C(C)C)C(=O)N4)CC2)c1 (configuration not stated),.,?,4%,?,5%,?,.,-25%,10%
CCOC(=O)c1c(NC(=O)CNCCO)sc(C)c1C,0,0%,-9%,-1%,?,-19%,i,i,17%
CSc1ncnc2c1ncn2CCCNCCc1ccccn1,?,13%,?,1%,-1%,16%,i,-22%,7%
O=C(Nc1ccc(Br)c(Cl)c1)c1ccc(C(=O)Nc2ccc(Br)c(Cl)c2)cc1,.,19%,15%,.,.,4%,.,-10%,-5%
Nn1c(SCc2nc3ccccc3[nH]2)nnc1-c1ccccc1,6,1%,-7%,.,3%,-16%,.,i,10%
CCOC(=O)N1CCN(C(=O)CSc2nc(=O)n3ccc(C)cc3n2)CC1,-3,23%,12%,1%,0%,21%,i,i,7%
COc1ccc(Cl)cc1NC(=O)N1CCN(Cc2cc(=O)n3nc(-c4ccccc4)sc3n2)CC1,.,10%,16%,.,.,9%,.,-18%,-9%
O=C(Nc1ccc2nc(SCCOc3ccccc3Cl)sc2c1)c1ccc2c(c1)OCO2,.,-1%,-1%,.,.,20%,.,-14%,-20%
